UBC13 polyUb: human UBC13 polyubiquitination inhibition; UBC13 polyubiquitin chain formation, TR-FRET; inhibition, % at 20 µM; 330,000 compounds, 0.47% hits; in the data active = inhibition above about 45%, passing the limit was not always enough
Target sequence (P61088 whole entry, looked up): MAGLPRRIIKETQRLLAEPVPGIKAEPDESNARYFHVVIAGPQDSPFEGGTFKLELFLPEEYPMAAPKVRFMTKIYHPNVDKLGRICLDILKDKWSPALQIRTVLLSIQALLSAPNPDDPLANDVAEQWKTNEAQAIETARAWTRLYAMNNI
SENP8 block-1: inhibitors of human SENP8 protease; inhibition, % at 10 µM; AID 2540; Q96LD8; 330,000 compounds, 1.2% hits; purified SENP8, Z-RLRGG-aminoluciferin cleavage, luminescence; in the data active = inhibition above about 50%
Target sequence (Q96LD8 whole entry, looked up): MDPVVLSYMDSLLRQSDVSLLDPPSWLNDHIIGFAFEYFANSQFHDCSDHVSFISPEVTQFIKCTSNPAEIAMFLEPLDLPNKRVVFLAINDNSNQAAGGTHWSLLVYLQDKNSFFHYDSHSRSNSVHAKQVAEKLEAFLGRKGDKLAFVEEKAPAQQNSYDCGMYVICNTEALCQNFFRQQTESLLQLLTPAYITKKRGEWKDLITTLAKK
SENP7 block: inhibitors of human SENP7 protease; Q9BQF6; recombinant SENP7, Z-RLRGG-aminoluciferin luminescence, 40 min; inhibition, % at 5 µM; 330,000 compounds, 1.5% hits; AID 434973;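 active = inhibition above about 50% at the single test dose, limit read from the data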;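 note: plate controls were DMSO with enzyme for no effect and no enzyme buffer wells for full effect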
Target sequence (Q9BQF6 706-1050 limits assumed): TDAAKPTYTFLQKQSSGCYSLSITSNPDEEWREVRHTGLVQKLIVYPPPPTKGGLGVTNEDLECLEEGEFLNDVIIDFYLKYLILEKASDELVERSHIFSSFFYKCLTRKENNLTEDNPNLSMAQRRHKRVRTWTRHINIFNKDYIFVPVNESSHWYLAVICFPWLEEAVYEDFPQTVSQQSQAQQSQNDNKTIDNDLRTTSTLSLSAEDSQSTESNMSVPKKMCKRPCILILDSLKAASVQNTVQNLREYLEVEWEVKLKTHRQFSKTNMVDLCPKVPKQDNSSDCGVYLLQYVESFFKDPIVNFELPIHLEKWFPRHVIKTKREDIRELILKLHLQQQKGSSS
Apaf1 inhib: inhibitors of human Apaf-1 apoptosome. O14727. reconstituted apoptosome caspase-3 activity, DEVD-Rh110 fluorescence. inhibition, % at 20 µM. 330,000 compounds, 0.71% hits. AID 489030; active = inhibition of at least 40% at 20 µM;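 note: plate controls were DMSO wells for no effect and DEVD-CHO caspase inhibitor wells for full effect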
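System – cell-free apoptosome with Apaf-1, procaspase-3 and caspase-9 · Buffer or medium – pH 7.5 Hepes buffer with CHAPS, BSA, DTT · Also added – cytochrome c with DEVD-Rh110 · Times – 30 min compound preincubation, 50 min activation, room temperature · Technique – Rh110 fluorescence intensity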
SENP8 block-2: blocks human SENP8 cleavage of Nedd8 substrate | recombinant SENP8, Nedd8 substrate fluorescence | 360,000 compounds, 0.64% hits | inhibition, % at 20 µM | AID 602440 | Q96LD8; in the data active = inhibition mostly above about 40%, no sharp cut-off; inactive = mostly below about 27%
A3G deaminase: inhibitors of human APOBEC3G DNA deaminase | Q9HC16 | 330,000 compounds, 0.28% hits | inhibition, % at 20 µM | recombinant A3G, ssDNA deamination FAM/TAMRA fluorescence;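 active = inhibition of at least 40% at 20 µM, with no more than 30% in the related APOBEC3A deaminase screen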;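 note: plate controls were DMSO wells with A3G for no effect and wells lacking A3G enzyme for full effect; some compounds called inactive have numbers as strong as hits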
SENP6 inh: blocks the human protease SENP6. Q9GZR1. 330,000 compounds, 1.8% hits. AID 2599. inhibition, % at 10 µM. Recombinant SENP6 catalytic domain, aminoluciferin luminescence;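 active = inhibition above about 50% at the single tested dose, limit read from the data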;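 note: plate controls were DMSO wells with enzyme for no effect and DMSO wells lacking enzyme for full effect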
SENP1 inh: SENP1 (human) catalytic domain inhibition. Q9P0U3. recombinant SENP1 catalytic domain, CyPet-SUMO1-YPet FRET cleavage. inhibition, % at 10 µM. 360,000 compounds, 0.21% hits. AID 624204;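 active = inhibition at least 30% at 10 µM, raw YFP signal under a set limit, fluorescence ratio 0.5 to 1.5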;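 note: 0% = enzyme with DMSO and 100% = no enzyme wells; some results filed as inactive read as strong as hits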
Target sequence (Q9P0U3 419-644 limits assumed): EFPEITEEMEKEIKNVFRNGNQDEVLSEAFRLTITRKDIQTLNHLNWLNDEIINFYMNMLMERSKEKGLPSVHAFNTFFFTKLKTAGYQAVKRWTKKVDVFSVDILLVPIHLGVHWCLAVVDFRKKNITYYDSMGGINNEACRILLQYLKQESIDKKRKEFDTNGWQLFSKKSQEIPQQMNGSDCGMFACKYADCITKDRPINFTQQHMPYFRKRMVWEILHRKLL
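Test system: recombinant human SENP1 catalytic domain, His6-tagged / Medium: pH 8 Tris buffer with EDTA, NaCl, BME, BSA, NP40, catalase / Also added: SUMO1 FRET substrate flanked by Cypet and Ypet, 25 nM / Times: 50 min reaction at room temperature / Signal: FRET, CFP and YFP emission / Control set: no-enzyme low control and enzyme-plus-DMSO high control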
* = called active by the depositor; x = not tested or not shown; & = joins results of further samples.

structure	SENP6 inh	A3G deaminase	SENP8 block-1	SENP7 block	SENP1 inh	Apaf1 inhib	UBC13 polyUb	SENP8 block-2
OCCCn1c(C2CCCN2c2nc(-c3ccc(Cl)cc3)cs2)nc2cc(C(F)(F)F)ccc21 (configuration not stated)	-2.3	-8.8	0.0	-5.7	-2.7	8.6	5.9	-12.8
CC(=NNC(=O)c1cccc(S(=O)(=O)N2CCOCC2)c1)c1ccc(Cl)cc1	3.1	1.5	-7.9	-0.6	1.0	5.5	-9.7	9.7
CN(C)CCOC(c1ccc(Cl)cc1)c1ccccn1 (configuration not stated)	7.5	-2.4	5.9	-4.4	2.9&-0.3	-8.4	-0.2	13.8&3.2
Nc1nonc1-c1nc2ccccc2n1CC(=O)Nc1ccccc1	-20.4	-6.5	0.4	5.8	-7.8	-26.3	-8.0	-0.1
C=CCN(C(=O)c1cccc(S(=O)(=O)N2CCN(C)CC2)c1)c1nc(-c2ccccc2)cs1	-10.1	-4.5	-1.0	8.3	1.4	17.4	18.3	20.1
O=C(c1ccccc1F)N1CCN(c2cnn(-c3cccc(Cl)c3)c(=O)c2Cl)CC1	15.4	0.0	0.5	-11.3	-1.0	6.8	-5.1	20.9
COc1cc(/C=N/N(CCO)C2=NS(=O)(=O)c3ccccc32)cc(OC)c1OC	-13.9	-7.4	-3.0	1.7	3.7	0.4	20.9	-48.3
Cc1occc1-c1nnc(SCC(=O)Nc2nc(C(C)(C)C)cs2)o1	-6.3	-0.5	2.6	4.0	-0.5	7.4	-5.9	4.6
NC(=O)c1c(NC(=O)Cn2nc(C(=O)O)c3ccccc3c2=O)sc2c1CCCC2	1.0	-4.6	6.6	5.1	-5.9	-0.5	-6.4	-3.8
Cc1ccnc(NS(=O)(=O)c2ccc(NC(=O)c3cc(=O)c4ccccc4o3)cc2)n1	-16.7	0.2	6.7	12.7	1.1	-4.4	-5.6	13.0
CCN(CC)c1ccc(/C=N/NC(=O)c2nnn(-c3nonc3N)c2-c2ccc(C)cc2)cc1	-1.1	-4.0	-8.4	10.0	-23.6	6.7	3.5	-307.5
Cc1cccn2c(=O)c3cc(C(=O)N4COCC4(C)C)n(Cc4ccccc4)c3nc12	4.5	-1.6	-5.5	4.1	-84.6	-6.3	10.1	-363.9
CCCN(CCC)CCCOC(=O)c1ccc(Cl)cc1Cl	-7.8	-1.5	-1.1	0.3	1.3	-15.3	1.3	16.0
Cc1cc(NC(=O)c2ccc(NC(=O)C3CC3)cc2)no1	6.5	-7.0	-8.4	5.1	-3.2	-14.1	17.9	3.9
COc1ccc(-c2c(C)oc3c(CN4CCCCC4C)c(O)ccc3c2=O)cc1 (configuration not stated)	14.5	-7.9	2.2	5.5	-1.5	2.1	15.2	-289.0
CCCc1nc(NCCCOCC)c2nnn(Cc3ccccc3)c2n1	-2.3	-7.8	4.2	2.6	0.4	13.1	-2.6	14.9
Cc1cccc2c1-c1sc(C(=O)N3CCCCC3)cc1CO2	17.5	1.5	21.8	-1.8	1.1	17.3	25.8	-410.6
Cc1cc(C2(c3ccc(O)c(C)c3)OC(=O)c3ccccc32)ccc1O	-41.3	2.1	-11.7	7.9	-4.0	19.6	-5.5	7.1
CCCc1nc2nc(C)c(NS(=O)(=O)c3ccc(F)cc3)c(=O)n2[nH]1	-11.9	-10.2	0.1	-1.2	-0.8	-3.1	3.6	17.7
CCc1nc2c(sc3nc4c(cc32)COC(C)(C)C4)c(=O)n1Cc1ccco1	-1.2	-2.8	-15.1	2.9	-3.8	16.1	-4.8	-124.7
COc1cc(NC(=O)C2=C(N3CCOCC3)/C(=C\c3ccc(N(C)C)cc3)CCC2)cc(OC)c1OC	1.8	-8.1	-10.8	1.0	-31.5	7.9	-6.1	-20.2
Cc1ccc2[nH]c(CCN(C)C)c(CC#N)c2c1	3.5	-3.9	-8.4	-6.6	-6.6	1.5	0.4	-3.0
Cc1ccc(NC(=O)C2CCCN2S(=O)(=O)c2ccc3c(c2)n(C)c(=O)c(=O)n3C)cc1 (configuration not stated)	-4.8	-4.0	1.9	-3.5	-27.0	-24.2	-6.9	-21.0
Cc1ccc(-n2c(C)cc(C(=S)N3CCOCC3)c2C)cc1C	-8.0	-0.2	3.6	3.7	-1.9	-5.6	0.4	16.3
C/C=C(\C)C(=O)NCCN1C2=NC[C@H](Cc3ccccc3)N2C[C@@H]1Cc1ccc(OC)cc1	-15.6	-9.5	-14.0	7.2	-2.7	39.0	21.9	19.8
Cc1cccc(N2C(=O)SC(N(CC(=O)O)c3cccc(C)c3)C2=O)c1 (configuration not stated)	13.3	-3.8	12.7	5.7	0.5	-13.0	-4.8	-0.5
O=C(Cn1cccc1C(=O)c1ccccc1)NCCN1CCCCCC1	-11.1	-9.1	-2.3	-3.8	-11.9	20.5	20.3	2.8
CC(C)c1ccccc1OCC(=O)N1CCCCCCC1	-6.3	15.4	1.3	8.3	0.3	0.3	-2.9	10.7
O=C(c1cc2cc(Br)ccc2o1)N1CCCC1	-3.5	9.6	-1.3	8.8	2.2	6.9	-6.0	10.5
COc1ccccc1NCC(=O)NC(=O)NC1CCCCC1	-11.3	-5.3	-4.2	-8.5	3.0	5.8	-7.2	20.8
Cc1ccc2cc(CN(C(=O)c3cccnc3)C(C)C)c(=O)[nH]c2c1	10.8	-5.4	-3.3	1.4	-18.8	-16.3	-7.2	-64.2
Cn1c(=O)n(Cc2ccccc2)c(=O)c2c1nc1n2CCN1Cc1ccco1	-11.2	-8.3	-1.7	7.8	-2.1	-2.9	-0.4	13.2
COc1ccc(C(C(=O)NCC2CCCO2)N(C(=O)CNC(=O)c2ccco2)c2cc(C)ccc2C)cc1OC (configuration not stated)	2.3	6.6	3.7	4.9	1.5	5.2	5.5	23.6
CCOc1ccc(S(=O)(=O)n2nc(C)cc2C)cc1	7.4	-4.7	4.2	2.8	3.0	3.5	-1.3	14.9
O=S(=O)(Nc1ncccn1)c1ccc(NC(=S)NCCc2ccc(Cl)cc2)cc1	12.2	-3.5	5.9	2.7	2.1	-0.5	-1.6	-0.7
CCOc1ccccc1-c1nc(-c2ccc(NC(=O)Cc3ccc(OC)cc3)cc2)no1	4.0	-1.3	1.3	-2.9	1.9	4.7	-6.1	5.0
CC(C)[C@@]1(c2ccccc2)ON(c2ccccc2C(F)(F)F)C1=O	-19.4	-7.4	6.8	0.3	x	5.4	8.2	x
CCN(CC)CCOC(=O)C1(C2CCCCC2)CCCCC1	-10.1	-2.7	-10.8	-4.4	0.0	8.0	3.7	9.1
Cc1cccc(NC(=O)C2Cc3ccccc3CN2C(=O)OCc2ccccc2)c1C (configuration not stated)	3.0	-5.1	-3.9	5.2	0.2	6.9	1.3	2.7
CCOc1ccc(CCNC(=O)c2cc(-c3ccccc3)c(N3CCOCC3)s2)cc1OCC	6.9	-4.6	-5.9	-1.3	0.5	13.4	-0.9	-35.0
Cc1ccc([N+](=O)[O-])cc1N(CC(=O)Nc1ccc(S(=O)(=O)Nc2cccc(C(F)(F)F)c2)cc1)S(C)(=O)=O	-19.4	-7.7	-4.7	-2.8	6.7	11.4	12.2	19.0
O=C(NCc1ccncc1)C1CCCCC1	6.5	-3.8	-3.2	7.2	2.1	-2.6	1.3	15.4
CCOC(=O)CC1CCCCN1C(=O)c1ccc2oc(CCc3ccccc3)nc2c1 (configuration not stated)	22.8	-3.7	4.8	-3.8	1.1	14.9	-2.9	13.3
O=C(NCCc1ccc(Cl)cc1)C1COc2ccccc2O1 (configuration not stated)	-18.6	4.1	3.3	-1.7	-0.7	19.3	4.7	10.9
O=C(Cn1nnc2ccccc2c1=O)N[C@@H](Cc1ccccc1)C(=O)O	-23.0	-5.7	-6.2	2.0	-1.3	-11.9	-6.7	13.7
NS(=O)(=O)c1ccc(NC(=S)NC2CCCCC2)cc1	-11.0	-0.3	2.4	-0.8	1.1	-1.4	10.3	12.1
FC(F)(F)c1cnc2c(-c3ccccc3)n[nH]c2c1	-0.4	1.4	26.7	31.0	0.3	20.0	12.5	-369.9
CCn1c(SCC(=O)Nc2ccc(OC)c(OC)c2)nnc1-c1cnccn1	15.2	-5.3	3.2	0.8	-0.4	2.3	0.2	12.0
COC(=O)CCCC1=CC2=CC(=O)C(C)(OC(=O)c3cccs3)C(=O)C2=CN1CCCOC(C)C (configuration not stated)	23.7	-5.9	12.4	2.4	-16.1	26.4	-65.6	37.4
CC(C)CCNC(=O)CCc1nnc2n(CCCOC(C)C)c(=O)c3ccccc3n12	-17.1	-6.3	7.6	-1.3	1.4	1.9	1.2	12.5
CCCNC(=O)c1cn(CC)c2cc(N3CCN(C(=O)c4ccco4)CC3)c(F)cc2c1=O	-3.9	-4.7	-12.9	4.5	2.1	5.8	9.5	-339.7
Oc1ccc2ccccc2c1C=NCc1cn2ccsc2n1	-6.5	10.2	-10.0	-6.2	-29.6	-0.3	-2.5	-20.6

An excerpt of these results, with each value named:
O=C(Cn1nnc2ccccc2c1=O)N[C@@H](Cc1ccccc1)C(=O)O
- SENP6 inh = -23.0
- A3G deaminase = -5.7
- SENP8 block-1 = -6.2
- SENP7 block = 2.0
- SENP1 inh = -1.3
- Apaf1 inhib = -11.9
- UBC13 polyUb = -6.7
- SENP8 block-2 = 13.7

Cc1ccc2cc(CN(C(=O)c3cccnc3)C(C)C)c(=O)[nH]c2c1
- SENP6 inh = 10.8
- A3G deaminase = -5.4
- SENP8 block-1 = -3.3
- SENP7 block = 1.4
- SENP1 inh = -18.8
- Apaf1 inhib = -16.3
- UBC13 polyUb = -7.2
- SENP8 block-2 = -64.2

FC(F)(F)c1cnc2c(-c3ccccc3)n[nH]c2c1
- SENP6 inh = -0.4
- A3G deaminase = 1.4
- SENP8 block-1 = 26.7
- SENP7 block = 31.0
- SENP1 inh = 0.3
- Apaf1 inhib = 20.0
- UBC13 polyUb = 12.5
- SENP8 block-2 = -369.9

NS(=O)(=O)c1ccc(NC(=S)NC2CCCCC2)cc1
- SENP6 inh = -11.0
- A3G deaminase = -0.3
- SENP8 block-1 = 2.4
- SENP7 block = -0.8
- SENP1 inh = 1.1
- Apaf1 inhib = -1.4
- UBC13 polyUb = 10.3
- SENP8 block-2 = 12.1

Bioassay records (PubChem BioAssay)
